PGC1a acetyl inh: lowers PGC1a acetylation signal in U2OS cells; AlphaScreen anti-acetyl-lysine; with virally co-expressed GCN5 acetyltransferase; inhibition, % at 15.6 µM; actives 0.17% (n = 350,000); AID 651687;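 active means every replicate shows inhibition of at least 40%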;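 further: 0% = neutral control wells and 100% = positive control wells; some results beyond the cut were filed as inactive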
RAD54 inh: inhibitors of human RAD54 branch migration. Q92698. RAD54 Holliday junction branch migration, FAM/BHQ fluorescence. inhibition, % at 10.4 µM. actives 0.14% (n = 360,000). AID 602329;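 active means mean normalized replicate activity at least 40 and at least half of replicates scoring 40 or more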;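 further: 0% = median of neutral control wells and 100% = median of positive control wells; inhibitors cause a drop in the FAM fluorescence signal; in these data hits start at about 50%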
Target sequence (Q92698 whole entry, looked up): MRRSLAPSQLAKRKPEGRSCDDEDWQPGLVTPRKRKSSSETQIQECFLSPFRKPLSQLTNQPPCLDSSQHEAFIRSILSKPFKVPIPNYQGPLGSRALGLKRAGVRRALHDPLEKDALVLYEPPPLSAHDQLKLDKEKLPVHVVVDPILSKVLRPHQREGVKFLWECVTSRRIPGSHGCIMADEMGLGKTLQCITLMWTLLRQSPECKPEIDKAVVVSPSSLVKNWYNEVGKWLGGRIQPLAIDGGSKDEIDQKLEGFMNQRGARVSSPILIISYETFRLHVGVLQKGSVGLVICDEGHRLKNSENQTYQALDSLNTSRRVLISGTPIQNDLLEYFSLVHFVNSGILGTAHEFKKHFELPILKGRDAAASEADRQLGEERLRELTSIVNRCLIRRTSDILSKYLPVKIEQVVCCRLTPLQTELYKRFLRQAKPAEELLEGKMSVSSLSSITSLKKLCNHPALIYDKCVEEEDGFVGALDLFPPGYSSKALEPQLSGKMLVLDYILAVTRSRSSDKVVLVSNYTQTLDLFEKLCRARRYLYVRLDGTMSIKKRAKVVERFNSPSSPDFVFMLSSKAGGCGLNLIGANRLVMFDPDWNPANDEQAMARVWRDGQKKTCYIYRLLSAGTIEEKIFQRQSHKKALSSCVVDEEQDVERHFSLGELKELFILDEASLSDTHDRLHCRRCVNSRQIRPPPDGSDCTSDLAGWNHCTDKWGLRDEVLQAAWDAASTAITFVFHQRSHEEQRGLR
E-sel inducer: induces E-selectin expression in human endothelial cells | AID 686992 | actives 0.37% (n = 260,000) | HUVEC E-selectin immunofluorescence imaging; normalized: neutral wells 0, TNF-alpha wells 100 | activation, % at 7.58 µM | P16581;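 active means mean E-selectin-positive cell signal at least 10% of the positive control, reached in at least 60% of replicates, without over 20% cell loss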;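 further: in these data hits start at about 27%; measured in HUVEC primary endothelial cells; signal is the percent of cells scored E-selectin positive by PE staining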
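Test system: HUVEC; input: 3,000 HUVEC/well; measured by: immunofluorescence imaging; read-out: % PE-positive cells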
miR-122 sensor: blocks miR-122 activity in Huh7 sensor cells. Huh7 miR-122 Renilla luciferase sensor, 48 h; neutral wells = 0, positive control = 100. activation (reporter increase), % at 12.5 µM. actives 0.3% (n = 340,000). AID 602342;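 active means mean replicate activation score at least 90 and every replicate individually at or above 90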;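 further: higher luciferase means less miR-122 activity so hits act as miR-122 inhibitors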
RAD52 inh: blocks human RAD52 DNA annealing; P43351; recombinant RAD52 DNA annealing, FRET fluorescence; inhibition, % at 18.7 µM; actives 0.46% (n = 360,000); AID 651710;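 active means every replicate showing at least 50% inhibition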
PglD inh: PglD (C. jejuni) enzyme inhibition; inhibition, % at 12.5 µM; purified PglD enzyme, DTNB colorimetric CoA detection; actives 0.098% (n = 360,000); AID 602405; in the data active means inhibition above about 16%, passing the limit was not always enough; further: strong numbers were not always called active
Cneo AK release: Cryptococcus neoformans lysis via adenylate kinase release; C. neoformans lysis, adenylate kinase release luminescence, 4 h; normalised: neutral wells 0, clomiphene wells 100; lysis activity, % at 15 µM; actives 0.2% (n = 360,000); AID 651654;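 active means mean lysis activity across replicates of at least 80%, whatever share of replicates individually reach that level; inactive means mean lysis activity below 80%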
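Assay system: C. neoformans cells. Amount: yeast cell density of 5 × 10^6 cells/mL. Technique: AK luminescence. Buffer or medium: YPD. Times: static 4 h at 37 °C with compound, 1 h detection. Dosing: single-point compound dose. Read-out: lysis from increased AK signal.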
ERAP1 HTS inh: ERAP1 (human) enzyme inhibition. recombinant ERAP1, Leu-AMC fluorescence, 60 min. inhibition, % at 10.7 µM. actives 0.15% (n = 340,000). AID 652197;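 active means mean replicate inhibition of at least 30%, or all replicates individually reaching that 30% level; inactive means mean below 30% and not every replicate reaching it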;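 further: 0% = neutral control wells and 100% = L-leucinethiol positive control wells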
* hit, by the source's call; . = no result given; [ ] = dose if it differs, or a comment. An unsorted share of the library, and some 1.4% of all compounds hit somewhere here.

SMILES | PGC1a acetyl inh | RAD54 inh | E-sel inducer | miR-122 sensor | RAD52 inh | PglD inh | Cneo AK release | ERAP1 HTS inh
C[C@@H]1CCCCO[C@H](CN(C)C(=O)Nc2ccc(C(F)(F)F)cc2)[C@@H](C)CN([C@@H](C)CO)C(=O)c2cc(NC(=O)Nc3ccc(C(F)(F)F)cc3)ccc2O1 | 10 | 5 | 11 | -6[16.7 µM] | . | 2 | 0 | .
CCOC(=O)C(CC)Sc1nc2c(c(=O)[nH]c(=O)n2C)n1C/C=C(/C)Cl (stereo not drawn) | -8 | -12 | . | 3 | . | 4 | 2 | .
O=C(O)COc1ccccc1C=NNc1ccc([N+](=O)[O-])cc1S(=O)(=O)Nc1ccc(Cl)cc1 | 7 | 5 | 0.0 | 19 | -53 | -3 | 2 | -2
Cc1c(-c2ccccc2)nc2ccccc2c1C(=O)O | 5 | 6 | . | . | -14 | -3 | 1 | 0
C[C@@H]1CN([C@@H](C)CO)C(=O)c2cc(/C=C/c3ccccc3)cnc2O[C@H]1CN(C)C(=O)Cc1ccccn1 | 7 | 3 | -0.8 | -13[16.7 µM] | 0 | 1 | 5 | 2
CN(C)CCn1c2c(c(SCC(=O)Nc3ccccc3C(F)(F)F)nc1=O)CCCC2 | . | -11 | . | . | 0 | -1 | -2 | 0
CCOC(=O)c1[nH]c(C)c(C(=O)N2CCN(c3ccccc3)CC2)c1C | 6 | 3 | . | -2 | . | 1 | 0 | .
CN1CC[C@@H]2C(=O)N3CCc4ccc(-c5ccc6c(c5)OCO6)cc4[C@@H]3C[C@@H]21 | 6 | -11 | 0.0 | 5 | 11 | 0 | -1 | -3
Cn1c(SCc2c(Cl)cccc2Cl)nnc1-c1ccc2nonc2c1 | -7 | -7 | 0.3 | 20 | -5 | 3 | -6 | 5
O=C(COC(=O)CCSc1ccccc1)Nc1ccccc1 | -1 | 3 | -0.2 | -3 | -7 | -3 | 5 | -1
CC1CN(C(=O)c2cc(-c3ccncc3)nc3ccccc23)CC(C)O1 (stereo not drawn) | 1 | 3 | 0.9 | 3 | -13 | 1 | 1 | -1
C[C@H]1CN([C@@H](C)CO)S(=O)(=O)c2ccc(-c3cccc(F)c3)cc2O[C@H]1CN(C)S(=O)(=O)c1ccccc1 | -30 | 0 | -0.3 | -5[16.7 µM] | 7 | 1 | -3 | -3
C[C@H](CO)N1C[C@H](C)[C@@H](CN(C)Cc2ccc(Cl)c(Cl)c2)Oc2c(cccc2N(C)C)C1=O | -13 | -2 | . | 19[16.7 µM] | -7 | -1 | -1 | 1
COc1ccc(C(C)=O)cc1COC(=O)CCNS(=O)(=O)c1ccc(C)c(C)c1 | -11 | -4 | 0.1 | 0 | -5 | -5 | -1 | -2
Cc1ccc(OCC(=O)NC2CCS(=O)(=O)C2)c([N+](=O)[O-])n1 (stereo not drawn) | . | -19 | . | . | -7 | 0 | 2 | -2
CN1C(=O)/C(=C\c2ccccc2OCc2ccccc2)SC1=S | . | -3 | 0.7 | . | -22 | -4 | 1 | 3
Cc1ccc(NS(=O)(=O)c2cc([N+](=O)[O-])ccc2N/N=C/c2sc(N3CCOCC3)nc2-c2ccccc2)c(C)c1 | 0 | . | . | 4 | -12 | . | . | 2
Cc1cccc2cc(C#N)c(NCCCn3ccnc3)nc12 | -5 | 13 | . | -2 | . | -3 | 9 | .
NNC(=O)CNC(c1ccccc1)c1cc(Br)ccc1N (stereo not drawn) | 9 | -4 | . | 1 | -6 | 7 | -3 | .
COc1ccc(S(=O)(=O)O/N=C2\CCCc3ccccc32)cc1 | -15 | -10 | . | -8 | . | -4 | 0 | .
C[C@H]1CN([C@@H](C)CO)C(=O)c2cc(C3=CCCCC3)cnc2O[C@H]1CN(C)Cc1ccccn1 | -1 | -3 | 0.2 | . | -5 | 2 | 60 | -1
O=C(CSc1ncccc1C(=O)O)c1ccc2ccccc2c1 | 15 | -9 | . | -1 | . | 3 | 0 | .
CN(C)c1ccc(/C=C/C(=O)c2cccnc2)cc1 | -9 | -227 | 1.3 | 2 | -165 | -8 | 8 | 9
COc1cc(CNC2CCCCCCC2)ccc1OCC(N)=O | . | -6 | -0.7 | . | -28 | -3 | 0 | -2
Cc1ccc(S(=O)(=O)N(C)C[C@H]2OCCCC[C@H](C)Oc3ccc(NC(=O)NC(C)C)cc3C(=O)N([C@H](C)CO)C[C@H]2C)cc1 | 30 | 3 | -0.2 | -4[16.7 µM] | 26 | -3 | 0 | 1
O=C(CC(O)CCc1ccccc1)c1ccc(O)cc1 (stereo not drawn) | -10 | -1 | . | 12 | 3 | 2 | -2 | -1
CO[C@@H]1CC[C@@H]2CCN(C)C(=O)[C@H](C)[C@H](OC)CN(C)C(=O)c3cccc(C#N)c3OC[C@@H]1O2 | 1 | 7 | 0.1 | . | -14 | -1 | -23 | 0
COC(=O)Nc1nn(-c2ccc(Cl)cc2)c(=O)c(C#N)c1C | 10 | 7 | . | 0 | -28 | -8 | -1 | 0
COCCn1c(=NC(=O)CCS(=O)(=O)c2ccccc2)sc2cc(F)ccc21 | 7 | 1 | . | -5 | -20 | -2 | 3 | 3
CCOC1=C2[C@@H](CN(S(=O)(=O)c3ccc(C)cc3)[C@H]2c2cccc3ccccc23)[C@H]2C(=O)N(c3ccccc3)C(=O)[C@H]2C1 | -18 | 4 | -0.4 | 19 | -44 | -5 | 8 | .
Cc1ccc(S(=O)(=O)NC(=NC(C)C)c2ccccc2)cc1 | -3 | 1 | . | -7 | -6 | -4 | 4 | -1
O=[N+]([O-])c1cccc(S(=O)(=O)Nc2ccc(-c3ccc(N4CCOCC4)nn3)cc2)c1 | . | -7 | 0.3 | 11 | -5 | 10 | -1 | 1
O=C(Cc1cccc2ccccc12)Nc1ccccc1Br | 10 | -1 | 0.6 | -2 | -4 | -1 | -1 | 3
CCOC(=O)Cn1cnc2c(sc3nc(C)cc(C)c32)c1=O | 0 | . | -0.3 | . | 3 | . | . | -1
CNC(=O)C[C@H]1CC[C@@H]2[C@H](COc3ccc(NC(=O)Nc4cccc(F)c4)cc3C(=O)N2C)O1 | 2 | 3 | 0.3 | 25[16.7 µM] | . | 0 | 2 | .
CCc1sc(NC(=O)CN2CCC(C(N)=O)CC2)nc1-c1ccccc1 | -16 | 1 | 0.2 | -9 | 0 | 0 | -15 | 0
CC1C/C(=N/N2C(=O)CSC2=S)CC(C)(C)C1 (stereo not drawn) | 7 | -16 | . | 2 | . | -2 | 0 | .
CCCc1cc(C(=O)Nc2ccc(C(=O)c3ccccc3)cc2)n(C)n1 | . | 1 | -0.6 | -3 | -10 | 1 | 0 | 0
Nc1nc(SCC(=O)NC2CCCCC2)n[nH]1 | -1 | 0 | 0.9 | -3 | -5 | 0 | 0 | 0
Cc1ccc(/C=C2/SC(=S)N(CCCC(=O)Nc3cc([N+](=O)[O-])ccc3O)C2=O)cc1 | 6 | -8 | -0.2 | 3 | -33 | 6 | -7 | 1
CCOC(=O)c1ccc(NC(=O)CC2OCCN(CC)C2=O)cc1 (stereo not drawn) | 3 | 0 | . | -11 | . | -4 | -2 | .
CSc1nc(SCC(N)=O)c2c3c(sc2n1)CN(C)CC3 | 0 | 59* | . | 2 | . | 7 | -1 | .
CC(=O)c1ccc(OCc2cc(C(=O)NC3CCCCC3)no2)cc1 | -3 | 6 | 0.3 | -5 | -8 | 3 | 0 | -2
O=C1CSC(c2cccnc2)N1c1ccc(F)cc1 (stereo not drawn) | 9 | -10 | . | -12 | . | -5 | -3 | .
O=C(c1ccc(Cl)cc1)c1ccc(CN2C(=O)c3ccccc3C2=O)o1 | -4 | 1 | . | -12 | . | 0 | 2 | .
Cc1ccccc1C(=O)c1cccn1CC(=O)NCCCc1ccccc1 | . | -9 | . | . | -33 | -6 | 12 | 3
COc1ccc2c3c([nH]c2c1)[C@@H](CO)N(C(=O)NC(C)C)CC31CCN(C(=O)C2CCCCC2)CC1 | 14 | . | 0.2 | . | 0 | . | . | -11
O=C(CC1CC1)N1CC[C@@H]2[C@@H](CO)Nc3ccc(-c4cccc(F)c4)cc3[C@@H]21 | 14 | -1 | -0.6 | 65[16.7 µM] | -2 | 0 | -5 | 0
COc1ccccc1-c1cn(CC[C@@H]2CC[C@@H](NC(=O)Cc3ccccn3)[C@H](CO)O2)nn1 | -13 | 3 | -0.3 | . | -12 | -3 | -1 | 1
Cc1ccc(OCCCn2ccnc2)c(Br)c1 | -5 | -4 | 0.1 | -4 | -4 | -20 | 1 | 20
O=S(=O)(N[C@H]1CC[C@@H](CCn2cc(-c3cccnc3)nn2)O[C@@H]1CO)c1ccccc1 | -6 | -3 | 0.3 | . | -9 | -2 | -1 | 2
COc1ccc(NC(=O)CN(c2ccccc2F)S(=O)(=O)c2ccc(C)cc2)cc1 | -28 | 0 | . | 7 | 8 | 1 | -1 | 0
O=C1c2ccccc2C(O)(c2ccccc2)N1CCc1ccccc1 (stereo not drawn) | . | -5 | . | -2 | -4 | 0 | 1 | 3
COc1cccc(C(=O)Nc2ccc3c(c2)OC[C@@H](C)N(C(C)=O)C[C@H](C)[C@H](OC)CN(C)C3=O)c1 | -2 | 8 | 0.1 | -2[16.7 µM] | 3 | -3 | -1 | 0
CO[C@@H]1CN(C)C(=O)c2cc(NC(=O)C3CC3)ccc2OC[C@@H](C)N(Cc2cncnc2)C[C@H]1C | -8 | -2 | 0.2 | . | -3 | -3 | 3 | -2
CCC(=O)Nc1ccc2c(c1)C(=O)N(C)[C@H]1CC[C@H](CC(=O)NCc3ccc(OC)cc3)O[C@H]1CO2 | 4 | -1 | 0.2 | 15[16.7 µM] | 2 | -2 | -1 | 0
CCOCCCNc1ncnc2c1[nH]c1ccccc12 | 7 | 2 | . | 3 | . | 2 | 0 | .
CCOC(=O)C1(Cc2cccc(OC)c2)CCN(C(C)CC(C)(C)O)CC1 (stereo not drawn) | 4 | -4 | 3.4 | 2 | -16 | 3 | 0 | 15
CN(C(=O)CSc1nnc(-c2ccccc2F)o1)c1ccccc1 | . | 0 | . | . | -11 | -1 | -14 | 3
CN(Cc1ccccc1)c1nc(N)c([N+](=O)[O-])c(NCc2ccccc2)n1 | . | 7 | . | -2 | . | 2 | -3 | .
COc1ccc(C)cc1N(C(=O)COc1cccc(F)c1)c1nc2ccccc2s1 | -2 | -3 | 1.1 | 13 | -11 | 1 | -2 | -2

Five successive records out of the list so far:
SMILES | PGC1a acetyl inh | RAD54 inh | E-sel inducer | miR-122 sensor | RAD52 inh | PglD inh | Cneo AK release | ERAP1 HTS inh
C[C@@H]1CCCCO[C@H](CN(C)C(=O)Nc2ccc(C(F)(F)F)cc2)[C@@H](C)CN([C@@H](C)CO)C(=O)c2cc(NC(=O)Nc3ccc(C(F)(F)F)cc3)ccc2O1 | 10 | 5 | 11 | -6[16.7 µM] | . | 2 | 0 | .
CCOC(=O)C(CC)Sc1nc2c(c(=O)[nH]c(=O)n2C)n1C/C=C(/C)Cl (stereo not drawn) | -8 | -12 | . | 3 | . | 4 | 2 | .
O=C(O)COc1ccccc1C=NNc1ccc([N+](=O)[O-])cc1S(=O)(=O)Nc1ccc(Cl)cc1 | 7 | 5 | 0.0 | 19 | -53 | -3 | 2 | -2
Cc1c(-c2ccccc2)nc2ccccc2c1C(=O)O | 5 | 6 | . | . | -14 | -3 | 1 | 0
C[C@@H]1CN([C@@H](C)CO)C(=O)c2cc(/C=C/c3ccccc3)cnc2O[C@H]1CN(C)C(=O)Cc1ccccn1 | 7 | 3 | -0.8 | -13[16.7 µM] | 0 | 1 | 5 | 2
